Bioassay records deposited in PubChem by Southern Research Specialized Biocontainment Screening Center.
Salmonella PhoP GFP – Inhibition of PhoP regulon, Salmonella typhi GFP reporter cells, confirmation, 4 h (AID 1850); Salmonella Typhi PhoP-promoter GFP reporter, fluorescence, 4 h; higher % means a stronger effect; inhibition, % at 50 µM; hits with a dose series show IC50 in µM; hit rate 0.33% among 310,000; in the data active means a potency from the dose series; inconclusive means inhibition mostly from about 25% at the one dose, without a potency; inactive means the rest, 99 in 100 with inhibition below about 19%;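 further: 0% = induced wells with vehicle and 100% = uninduced wells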
M. tuberculosis HTS – M. tuberculosis growth inhibition, HTS (AID 449762) | M. tuberculosis H37Rv growth inhibition, 7H9 media; higher % means a stronger effect | inhibition, % at 25 µM, or IC50 in µM where a hit was titrated | hit rate 0.59% among 330,000; in the data active means a potency from the dose series; inconclusive means inhibition above about 70% without an active follow-up result;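 further: bacterial growth assessed after seven days of incubation; strong numbers were not always called active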
tuberculosis growth – growth inhibition of non-replicating M. tuberculosis (AID 488890). Mycobacterium tuberculosis non-replicating, growth inhibition; higher % means a stronger effect. hit rate 0.39% among 320,000. one-dose inhibition, % at 25 µM; IC50 in µM for titrated hits; in the data active means a potency from the dose series; inconclusive means inhibition mostly from about 82% at the one dose, without a potency; inactive means the rest, 99 in 100 with inhibition below about 76%;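 further: plate controls were DMSO cells for no effect and high antibiotic wells for full effect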
inhibitors of VEEV – inhibitors of VEEV TC-83 cytopathic effect, confirmation, Vero cells (AID 588727) | Vero cells, VEEV TC-83 cytopathic effect inhibition; higher % means a stronger effect | inhibition, % at 20 µM, or IC50 in µM where a hit was titrated | hit rate 0.13% among 350,000; in the data active means a potency from the dose series; inconclusive means inhibition mostly from about 14% at the one dose, without a potency; inactive means the rest, 99 in 100 with inhibition below about 12%; further: strong numbers were not always called active
influenza NS1A – H1N1 influenza NS1A inhibitors, functional cell based assay (AID 504329). NS1A functional cell-based assay, percent inhibition; higher % means a stronger effect. one-dose inhibition, % at 12.5 µM; IC50 in µM for titrated hits. hit rate 0.3% among 340,000; in the data active means a potency from the dose series; inconclusive means inhibition above about 27% without an active follow-up result; further: strong numbers were not always called active
inhibitors of VEEV 10K pilot screen – second read-out of inhibitors of VEEV, no call of its own (marks repeat the call); inhibition, %; measured here: 10K pilot screen inhibition
Starred values were filed as active, the others as inactive; i = inactive; u = inconclusive; x = no result given. Not a hit list. Share with any hit: about 1.5%.

Start of the data: the first three records, to show the layout:
SMILES | Salmonella PhoP GFP | M. tuberculosis HTS | tuberculosis growth | inhibitors of VEEV | influenza NS1A | others
Cc1cccc(-c2noc(CN(C(=O)C(c3ccccc3)c3ccccc3)C(C)C)n2)c1 | x | -3% | -1% | 2.5% | 6%
O=C(Cn1nnc(-c2ccc3c(c2)OCO3)n1)N1CCOCC1 | 15% | 1% | 4% | 2.2% | -5%
CN(CCNC(=O)CN1CCN(Cc2ccccc2Cl)C1=O)Cc1ccccc1 | -4% | -8% | 7% | i | -2%

The whole of this part, from the start:
SMILES | Salmonella PhoP GFP | M. tuberculosis HTS | tuberculosis growth | inhibitors of VEEV | influenza NS1A | others
Cc1cccc(-c2noc(CN(C(=O)C(c3ccccc3)c3ccccc3)C(C)C)n2)c1 | x | -3% | -1% | 2.5% | 6%
O=C(Cn1nnc(-c2ccc3c(c2)OCO3)n1)N1CCOCC1 | 15% | 1% | 4% | 2.2% | -5%
CN(CCNC(=O)CN1CCN(Cc2ccccc2Cl)C1=O)Cc1ccccc1 | -4% | -8% | 7% | i | -2%
Cc1sc2ncnc(N3CCN(Cc4ccccc4)CC3)c2c1-c1ccccc1 | -5% | u | 0% | 7.5% | -2%
COc1ccc(NC(=O)COC(=O)c2cc(S(=O)(=O)N3CCCC3)ccc2O)cc1 | x | 3% | 11% | i | 1%
O=C(CCc1ccccc1)Nc1ccc(F)cc1F | -4% | -13% | 23% | 0.6% | -9%
O=C(O)C1CN(C(=O)c2cccc(Br)c2)C1 | 3% | -10% | 4% | 1.0% | -10%
N#CC1(NC(=O)CSc2nnc(COc3ccccc3F)n2N)CCCCC1 | -6% | -5% | -13% | 9.0% | 10%
Cn1nc(C(=O)Nc2nc3ccc(S(C)(=O)=O)cc3s2)ccc1=O | 7% | -3% | -9% | 0.1% | -20%
CC(C)n1cc(C(=O)N2CCCC(Nc3ccc(F)c(F)c3)C2)cn1 (stereo not given) | 0% | 5% | 3% | 0.5% | 7%
O=C(O)c1ccc(N/N=C/c2ccnc3ccccc23)cc1 | -11% | -7% | 3% | 0.6% | 13%
Cc1ccc(/C=N/NC(=O)CCSc2ccccc2)cc1 | 1% | 54% | 57% | i | -8%
Nc1nonc1-n1nnc(C(=O)N/N=C/c2ccccc2F)c1-c1cccs1 | 8% | 7% | 10% | 3.7% | -11%
O=C(/C=C/c1ccco1)Nc1ccc(CN2CCOCC2)cc1 | 8% | 3% | -2% | i | 10%
O=S(=O)(c1ccc(-c2ccon2)s1)N1CCN(CCN2CCOCC2)CC1 | -3% | -2% | -1% | 0.3% | -19%
O=c1c2ccccc2nc(COc2ccccc2)n1/N=C/c1cc([N+](=O)[O-])ccc1O | 1% | 38% | 43% | 3.7% | -6%
CC1(C)Cc2c(sc3nnn(Cc4ccc(Cl)cc4)c(=O)c23)CO1 | -6% | 1% | 24% | 6.1% | -6%
Cc1cc(NC(=O)/C=C/c2ccccc2)no1 | -6% | 11% | x | 1.4% | 0%
N#Cc1c(N)n(CCOC(=O)c2ccc(Cl)cc2)c2nc3ccccc3nc12 | 2% | x | x | 0.3% | -6%
CC(C)(C)N(Cc1ccccc1)C(=O)CSc1ncn[nH]1 | -6% | -6% | -19% | i | 0%
Cc1ccc(N2C(=O)c3ccccc3C2Nc2ccccc2F)nc1 (stereo not given) | 0% | 9% | 52% | 2.9% | -1%
COc1ccc(NC(=O)CN(C)C(=O)c2ccc(OCc3ccccc3)c(OC)c2)cc1 | -1% | 61% | 11% | 7.0% | -11%
O=C(NNC(=O)c1ccc(-n2cncn2)c([N+](=O)[O-])c1)c1ccc(Cl)cc1 | 0% | -6% | -3% | 9.0% | 1%
O=C(NCCCN1CCOCC1)c1ccc2c(c1)N(Cc1ccc(F)cc1)CCS2 | 3% | -2% | -3% | 0.7% | 10%
COC(=O)c1cn(CC(=O)N2CCCCCC2)c2ccccc12 | -2% | 3% | 4% | 0.0% | 8%
Cc1noc(C)c1COC(=O)CCOc1ccccc1 | -5% | -9% | 55% | i | -4%
COc1ccc(-n2c(SCC(=O)Nc3sc4c(c3C#N)CCCC4)nnc2-c2ccc(O)cc2)cc1 | 3% | 9% | 5% | 9.6% | 0%
O=C(CSc1nnc(NC(=O)C2CC(=O)N(c3ccc(F)cc3)C2)s1)NCc1ccco1 (stereo not given) | -1% | 2% | 12% | 3.3% | -6%
O=C1NC(=S)N(c2ccc(F)cc2)C(=O)/C1=C/c1ccccc1O | -5% | u | u | 0.4% | -19%
O=C(O)c1ccc2c(c1)C1C=CCC1C(c1cc3c(cc1Br)OCO3)N2 (stereo not given) | -16% | 11% | 6% | i | -4%
COCCCN1C(=O)c2[nH]nc(-c3ccccc3O)c2C1c1cccc(Cl)c1 (stereo not given) | -4% | 5% | 3% | 3.7% | -9%
O=C(NCCNC(=O)c1cc(OCC(F)(F)F)ccc1OCC(F)(F)F)Nc1ccccc1 | 1% | -5% | 6% | 0.1% | 26%
COc1cccc(NC(=O)C(c2ccccc2)N2CCN(CC(=O)N3CCOCC3)CC2)c1 (stereo not given) | x | -2% | 21% | 1.0% | 0%
CCOc1ccccc1C(=O)Nc1ccc2c(c1)C(=O)NC2=O | -8% | 4% | 14% | 3.0% | -18%
CC(=O)c1ccc(S(=O)(=O)Nc2ccccc2C(=O)NC2CC2)cc1 | x | -17% | -5% | 0.6% | -1%
Cc1ccccc1-c1nc(CS(=O)(=O)CC(=O)NCc2ccccc2)c(C)o1 | 0% | -2% | -5% | 1.1% | -1% | inhibitors of VEEV 10K pilot screen=1.8
CC(CCc1ccccc1)NCC(O)COc1ccccc1 (stereo not given) | 1% | -12% | 21% | 0.3% | 14%
CCOc1cc(-c2sc(Nc3ccccc3)n[n+]2C)ccc1OC | -34% | -13% | 25% | 0.8% | 4%
CCNC(=S)N(Cc1cc2cc(C)cc(C)c2[nH]c1=O)C1CCCC1 | -4% | 7% | 19% | 4.8% | 0%
CN1C(=O)CC(N2CCC(C(N)=O)CC2)C1=O (stereo not given) | -2% | -5% | 37% | 0.2% | -2%
CCOc1ccc(CN2CCNC(=O)C2CC(=O)O)cc1 (stereo not given) | 8% | -2% | -13% | i | -12%
COc1ccc(/C=C2/C(=N)N3C(=NC2=O)Sc2cc(S(C)(=O)=O)ccc23)cc1OC | -6% | -4% | 4% | x | x
COc1ccccc1N1CCN(CC(=O)c2c[nH]c3ccccc23)CC1 | 8% | 5% | 5% | 2.5% | 13%
CCNC(=S)N(Cc1cccs1)Cc1cc2cc(OCC)ccc2[nH]c1=O | -5% | -5% | 29% | 7.2% | 1%
CNC(=S)N1N=C(c2cccs2)CC1c1ccc(OC)cc1 (stereo not given) | -4% | 1% | 2% | 0.1% | 21%

Some of these compounds in order of length of the SMILES, highest first:
SMILES | Salmonella PhoP GFP | M. tuberculosis HTS | tuberculosis growth | inhibitors of VEEV | influenza NS1A | others
Cc1ccccc1-c1nc(CS(=O)(=O)CC(=O)NCc2ccccc2)c(C)o1 | 0% | -2% | -5% | 1.1% | -1% | inhibitors of VEEV 10K pilot screen=1.8
CCOc1cc(-c2sc(Nc3ccccc3)n[n+]2C)ccc1OC | -34% | -13% | 25% | 0.8% | 4%
CC(CCc1ccccc1)NCC(O)COc1ccccc1 (stereo not given) | 1% | -12% | 21% | 0.3% | 14%

3 records drawn at random from the list so far:
SMILES | Salmonella PhoP GFP | M. tuberculosis HTS | tuberculosis growth | inhibitors of VEEV | influenza NS1A | others
CCOc1ccccc1C(=O)Nc1ccc2c(c1)C(=O)NC2=O | -8% | 4% | 14% | 3.0% | -18%
CCNC(=S)N(Cc1cc2cc(C)cc(C)c2[nH]c1=O)C1CCCC1 | -4% | 7% | 19% | 4.8% | 0%
COc1ccc(/C=C2/C(=N)N3C(=NC2=O)Sc2cc(S(C)(=O)=O)ccc23)cc1OC | -6% | -4% | 4% | x | x

Remaining list, next part:
SMILES | Salmonella PhoP GFP | M. tuberculosis HTS | tuberculosis growth | inhibitors of VEEV | influenza NS1A | others
NC(=O)c1cc2cc(Br)ccc2oc1=NCc1ccccc1 | 6% | -1% | -5% | i | -12%
O=C1Nc2ccc(S(=O)(=O)NCCC3=CCCCC3)c3cccc1c23 | -2% | 0% | 7% | 0.9% | -16%
CCN(C(=O)CSc1nnc(Cc2ccccc2F)n1N)C1CCS(=O)(=O)C1 (stereo not given) | -30% | -2% | -1% | 0.9% | -20%
CCOC(=O)C1CCCN(S(=O)(=O)CCNC(=O)c2ccc(F)cc2)C1 (stereo not given) | 2% | -8% | -14% | 1.2% | -4%
O=C(CN1C(=O)c2cccc3cccc1c23)Nc1cccnc1 | -1% | 2% | -2% | 2.0% | -4%
CCOc1ccc(C(=O)OCCCN(C)C)cc1 | 25% | 0% | 0% | 0.8% | 0%
CC(=O)N1CCC(N(CCN2CCOCC2)C(=S)Nc2ccc(C)cc2)CC1 | -24% | 10% | 8% | 0.8% | 3%
O=C1NC(=Nc2ccccc2Br)SC1(CO)CO | 2% | 1% | -5% | 0.6% | -3%
CCCC(=O)OC1CC(C)N(C(=O)c2ccccc2)c2ccc(C)cc21 (stereo not given) | 8% | 2% | -2% | 6.6% | -14%
CC(C)n1c(=S)[nH]c2scc(-c3cccs3)c2c1=O | 2% | -3% | -5% | i | 7%
CCN(C(C)=O)c1nc(CCl)cs1 | 7% | -3% | -12% | 1.1% | -10%
CC(=O)c1cc2c(cc1NC(=O)CSc1nc3ccccc3[nH]1)OCO2 | -3% | 8% | 59% | x | x
O=C(CSC(=S)N1CCCC1)Nc1ncc(Cl)cc1Cl | -5% | 0% | u | 0.6% | 10%
CC(C)(C)OC(=O)N1CCC(C(=O)Nc2ccc(C(=O)NCc3ccccc3)cc2)CC1 | x | x | x | 2.0% | -20%
O=C(O)c1cccc(NC(=S)N/N=C/c2cccnc2)c1 | 1% | 4% | -39% | 0.3% | 4%
Nc1nn(-c2ccccc2)nc1C(=O)OCc1ccccc1 | 2% | 5% | 16% | 1.4% | -12%
Cc1cc(=O)[nH]c(N/N=C/c2ccc(-c3ccc([N+](=O)[O-])cc3)o2)n1 | 5% | -4% | 2% | 2.1% | -1%
COc1ccccc1C=NN=C(N)C(N)=NN=Cc1ccccc1OC | x | x | x | 5.3% | -20%
CC1CN(CCOc2ccc(F)cc2)CC(C)O1 (stereo not given) | -9% | 9% | 9% | 0.3% | -11%
COc1ccc(/C=N/NC(=O)c2cccnc2)cc1Cn1nc([N+](=O)[O-])c(Br)c1C | 16% | 0% | 1% | x | x
CN(C)N=Nc1ccc(S(=O)(=O)NC(=O)Cc2ccccc2)cc1 | -3% | 7% | 13% | 0.4% | -2%
CCC(C)(C(=O)NC1CCCC1)N(CC1CCCO1)C(=O)CNC(=O)c1ccccc1 (stereo not given) | 9% | -2% | 9% | i | -1%
CCC(C)[C@H](NC(=O)N1CCCC1)C(=O)OC (stereo not given in full) | -7% | -9% | 6% | 0.7% | -1%
COc1ccc(C(=O)C2CCN(CC(=O)NCc3ccccc3)CC2)cc1 | 11% | -1% | 17% | 0.3% | 2%

Among those listed so far, two have a tert-butyl group.
SMILES | Salmonella PhoP GFP | M. tuberculosis HTS | tuberculosis growth | inhibitors of VEEV | influenza NS1A | others
CC(C)(C)N(Cc1ccccc1)C(=O)CSc1ncn[nH]1 | -6% | -6% | -19% | i | 0%
CC(C)(C)OC(=O)N1CCC(C(=O)Nc2ccc(C(=O)NCc3ccccc3)cc2)CC1 | x | x | x | 2.0% | -20%
